ALOX12 inh: inhibitors of human 12S-lipoxygenase ALOX12; purified 12hLO, xylenol orange hydroperoxide absorbance; P18054; 1.1% of 580,000 active; AID 1671190; Potency, µM (titrated, usually from 108 µM), without a hit: at the top dose activity change, negative = inhibition, most hits filed as inhibitors; active = well fitted inhibition curve with a large enough effect; inconclusive = small, poorly fitted or top-dose-only effect, or another doubt; inactive = no such curve, though single readings can be large or run the other way
Target sequence (P18054 whole entry, looked up): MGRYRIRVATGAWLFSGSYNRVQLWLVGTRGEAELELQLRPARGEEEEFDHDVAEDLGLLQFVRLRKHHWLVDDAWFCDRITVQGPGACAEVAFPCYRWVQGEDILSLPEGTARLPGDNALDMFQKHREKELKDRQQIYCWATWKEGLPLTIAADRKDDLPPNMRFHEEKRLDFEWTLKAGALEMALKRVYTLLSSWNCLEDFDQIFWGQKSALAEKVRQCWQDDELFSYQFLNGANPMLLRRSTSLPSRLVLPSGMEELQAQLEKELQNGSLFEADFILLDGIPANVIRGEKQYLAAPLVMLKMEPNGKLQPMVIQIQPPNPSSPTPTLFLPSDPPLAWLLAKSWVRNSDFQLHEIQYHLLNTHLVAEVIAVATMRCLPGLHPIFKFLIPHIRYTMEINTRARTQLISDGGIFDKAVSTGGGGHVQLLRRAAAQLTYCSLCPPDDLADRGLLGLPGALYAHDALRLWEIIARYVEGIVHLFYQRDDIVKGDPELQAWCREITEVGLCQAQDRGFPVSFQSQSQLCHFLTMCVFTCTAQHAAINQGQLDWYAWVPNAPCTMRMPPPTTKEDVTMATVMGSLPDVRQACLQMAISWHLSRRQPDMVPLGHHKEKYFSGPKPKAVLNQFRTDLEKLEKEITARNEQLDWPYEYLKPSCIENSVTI
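Purified human 12hLO at 150 nM in 25 mM Hepes, 0.01% Triton X-100, pH 7.0, preincubated 15 min at room temperature with compound. Reaction started with 40 uM arachidonic acid, 30 min at room temperature. Hydroperoxide measured by Fe-xylenol orange, 573/405 nm absorbance ratio.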
The depositor's hits bear a star; i = inactive; ? = inconclusive; [ ] = another dose, or the depositor's remark. % is scaled to controls: 0 for no effect and ±100 for the full control effect; potency is read from the fitted curve at half-maximal effect.

SMILES	ALOX12 inh
CC(C)(C#N)c1ccc(-c2cc(CO)ccn2)cc1	-9%
CCCc1nc(SC)ncc1C(=O)Nc1cccc(F)c1	-21%
CC(=O)Nc1ccc(OCC(=O)Nc2ccc(Cl)c(S(=O)(=O)N3CCOCC3)c2)cc1	-28%
COc1ccc(S(=O)(=O)Nc2nc3ccccc3nc2NCCC(C)C)cc1	1%
COc1ccc(NC(=O)C2=NO[C@@H]3CN(CCc4ccccc4)C[C@H]23)cn1	14%[176 µM]
O=C1c2c(nc(CNCC3CC3)n2Cc2ccccc2)NCCN1Cc1ccccc1	103%[activator][176 µM]
O=C(NC1CCCC1)c1cc2c(s1)CCN(C(=O)c1ccc(F)cc1)C2	0%
CC1(C)CCC[C@@]2(C)C1CC[C@@](C)(O)[C@@H]2CC[C@@](C)(O)C1CO1 (stereo partly drawn)	13%
O=C(CCN1CCN(c2cnccn2)CC1)Nc1ccccc1Cl	16%
CC(=O)c1cccc(NC(=O)CSc2nnc3ccc(-c4ccc5c(c4)OCO5)nn23)c1	1%
Cc1ccccc1CC(=O)N1CCC2(CCC(=O)N(Cc3ccccc3)C2)CC1	81%[activator]
COc1ccc(-c2noc(-c3nc(-c4cccnc4)no3)n2)cc1OC	0%
COc1ccccc1C(=O)N1CCN(C(=O)[C@@H](Cc2ccccc2)NC(=O)[C@H]2O[C@@H](n3ccc(N)nc3=O)[C@H](O)[C@@H]2O)CC1	-11%
C=CCn1c(SCc2coc(-c3ccc(C)cc3)n2)nnc1C1CCS(=O)(=O)C1 (stereo not drawn)	-5%
CC1CCN(S(=O)(=O)c2ccc3c(c2)CCN3C(=O)Nc2ccc(F)cc2)CC1	4%
Cc1ccc2nc(SCC(=O)N3CCOc4ccc(CN5C[C@@H](C)O[C@@H](C)C5)cc4C3)[nH]c2c1	11%
O=C(CSc1nnnn1-c1ccccc1)c1ccc(Cl)s1	-20%
CN(CC(=O)NC1CCCCNC1=O)Cc1ccc(F)cc1F (stereo not drawn)	-4%
O=C(NCCN1CCC(Cc2ccccc2)CC1)C1CCN(c2nc3cccnc3s2)CC1	1%
CCN1c2cc(C(=O)Nc3ccc(F)cc3)ccc2C(=O)N2CCCCC21 (stereo not drawn)	29%
Fc1ccc(-c2cnc3n[nH]c(-c4ccc5c(c4)OCO5)c3n2)cc1	-7%[176 µM]
COc1ccc(NC(=O)C(C)n2nc(C(=O)O)c3ccccc3c2=O)cc1 (stereo not drawn)	-45%
O=C1c2c(nc(CNc3ccccc3Cl)n2Cc2ccccc2)NCCN1CC1CC1	71%[activator][176 µM]
CS(=O)(=O)N1CCCC(C(=O)NCCCN2CCCc3ccccc32)CCNC(=O)CC1 (stereo not drawn)	i
CC(=O)N1CCC(N[C@@H]2CO[C@H](CNC(=O)C3CCCC3)[C@H]2O)CC1	-15%[176 µM]
Cc1ccc(C(=O)N2CCCC(n3cc(-c4nc(C(C)C)no4)nn3)C2)cc1F (stereo not drawn)	22%
Cc1ccc(C(=O)N2CCC([C@@H]3CNC[C@H]3CO)CC2)cc1F	45%[activator]
COCC(=O)N1CCN(S(=O)(=O)c2ccccc2)[C@@H](C(=O)OC)C1	13%[176 µM]
CCc1ccc(NC(=S)NCCCO)cc1	-12%
CCn1c(C(C)(C)Oc2ccc(Cl)c(C)c2)n[nH]c1=S	?

Reformatted in markdown: three of the compounds above.
| Molecule | ALOX12 inh |
| --- | --- |
| O=C(CSc1nnnn1-c1ccccc1)c1ccc(Cl)s1 | -20% |
| CC(=O)N1CCC(N[C@@H]2CO[C@H](CNC(=O)C3CCCC3)[C@H]2O)CC1 | -15%[176 µM] |
| Cc1ccc2nc(SCC(=O)N3CCOc4ccc(CN5C[C@@H](C)O[C@@H](C)C5)cc4C3)[nH]c2c1 | 11% |

Another view of 3 compounds above.
| smiles | ALOX12 inh |
| --- | --- |
| CS(=O)(=O)N1CCCC(C(=O)NCCCN2CCCc3ccccc32)CCNC(=O)CC1 (stereo not drawn) | i |
| CC(=O)N1CCC(N[C@@H]2CO[C@H](CNC(=O)C3CCCC3)[C@H]2O)CC1 | -15%[176 µM] |
| Cc1ccc(C(=O)N2CCCC(n3cc(-c4nc(C(C)C)no4)nn3)C2)cc1F (stereo not drawn) | 22% |

Next records.
SMILES	ALOX12 inh
Cc1nn(C)c(C)c1S(=O)(=O)N1CCC2(CC1)CC(N(C)Cc1ccccc1)CCO2 (stereo not drawn)	16%
CN(C)CC(O)COc1ccc(CN2CCC(N3CCOC3=O)CC2)cc1 (stereo not drawn)	22%
COc1ccc(C(=O)N2CCCc3nc(C)nc(-c4ccc(O)cc4)c3C2)cc1	18%
O=C(Cc1c[nH]c2ncc(-c3cccnc3)cc12)NC1CCC1	-8%[176 µM]
COC(=O)c1cc2c(c3c4cc(C)ccc4n(S(=O)(=O)c4ccc(C)cc4)c13)C(=O)N(Cc1ccc(N(C)C)cc1)C2	-7%
COCC[C@]1(O)CCN(C(=O)c2ccc(C#N)nc2)C[C@H]1C	34%[activator]
CCc1ccc(-c2cc3c(=O)[nH]nc(SCC(=O)NCCC(C)C)n3n2)cc1	-17%
COc1ccc(NC(=O)CN2C(=O)NC(c3ccc(Cl)cc3)C3=C2COC3=O)c(OC)c1 (stereo not drawn)	?
COc1ccc(OCC2(C)COc3ccc(C(=O)N4C[C@@H](C)O[C@@H](C)C4)cc3N2)cc1 (stereo partly drawn)	3%[176 µM]
Cn1nc(C(=O)N2CCC3(CC2)N=C(c2cccc(Br)c2)NO3)c2ccccc21	8%
CC(C)(C)CNC1(Cc2cc(-c3cccc(O)c3)on2)COC1	0%[176 µM]
COc1ccc(C(=O)N2CC(c3noc(C4CCCN4CC4CC4)n3)C2)cc1 (stereo not drawn)	1%
c1ccc(-n2nnnc2CSc2nnc(N3CCCCC3)n2-c2ccccc2)cc1	?
CCC(CC)C(=O)N1CC[C@@H]2COCCN(Cc3cccnc3)[C@@H]2C1	29%
CCOC(=O)Cc1cc(=O)n2[nH]c(NCc3ccc(CC)cc3)nc2n1	-26%
C[C@@H](NC(=O)C1=C[C@@H](NC(=O)Nc2ccccc2Br)[C@@H](O)[C@H](O)C1)C(N)=O	21%
CSc1nnc2c(n1)OC(c1ccc3c(c1)OCO3)N(C(C)=O)c1ccccc1-2 (stereo not drawn)	-2%
COc1ccc(-c2ccnc3nc(CCC4CCCC4)nn23)cc1OC	15%
CCn1c(C)c(/C=C/c2cc[n+](C)cc2)c2cc(C)ccc21	?
COc1ccccc1N1C(=O)c2ccccc2NC1c1cn(C)c(=O)n(C)c1=O (stereo not drawn)	-1%
COc1ccc(-c2cc(=O)oc3cc(C)cc(OCC(=O)OC(C)C)c23)cc1	-5%
COc1ccc(NC(=O)N2CCCCC2c2nc(-c3cnccn3)n[nH]2)cc1 (stereo not drawn)	29%
COc1ccccc1C(=O)Nc1cccc(N2CCC(NCc3cnn(-c4ccccc4)n3)CC2)c1	?
O=C(Nc1cccc(F)c1)Nc1c(NC2CCCCC2)c2ccccc2oc1=O	?
Cc1cc(-c2noc(COc3ccccc3)n2)c2ccccc2n1	?
COc1ccc(CN(Cc2cc(=O)oc3cc(C)c(C)cc23)C2CC2)cc1	3%
Cn1c(=O)ccn(CC(=O)Nc2nc(C(C)(C)C)cs2)c1=O	24%
COc1ccc(CCN2CCC(CN3C(=S)NC[C@@H]3Cc3ccccc3)CC2)cc1OC	?
Ic1cn[nH]c1	-6%
CS(=O)(=O)NC1CCN(C(=O)c2cnc3ccccc3n2)CC1	-1%
CCCCCCCCOc1ccc(C(=O)Oc2ccc(C#N)cc2)cc1	4%
C=CCC(O)c1nc(C(=O)Nc2ccc(F)cc2)cs1 (stereo not drawn)	2%
CC(C)/C(=N/NC(=O)Cc1ccccc1)c1ccccc1	7%
CC(O)c1cc2n(n1)CCN(S(=O)(=O)c1ccc3c(c1)NC(=O)CO3)C2 (stereo not drawn)	51%[activator]
CC1CCc2sc(C(=O)OCC(=O)Nc3ccc([N+](=O)[O-])cc3C(F)(F)F)cc2C1 (stereo not drawn)	?
O=C1CC(C(=O)Nc2ccccc2)c2c(nc(SCc3ccccc3Cl)[nH]c2=O)N1 (stereo not drawn)	?
CNC(=O)[C@@H]1C[C@H](Oc2ccccc2)CN1C(=O)c1ccc(C)nc1	47%[activator]
Cc1cc(=O)oc2cc(OC(C)C(=O)NC3CC(C)(C)NC(C)(C)C3)ccc12 (stereo not drawn)	7%
CCCNC(=O)CN1CCN(c2cccc(F)c2C#N)CC1	-3%
CCOc1ccc(-n2nnnc2CNC(=O)Nc2ccc3c(c2)OCO3)cc1	?
COC[C@@H]1[C@H](NC(=O)c2ccc(Cn3nnnc3C)cc2)[C@@H]2CCO[C@H]12	1%
O=C1CC2(CCN(C(=O)c3ccc4c(c3)OCO4)CC2)Oc2cc(Cl)ccc21	?
COc1ccc(-c2nc(C(=O)N3CCN(c4ncccn4)CC3)n3ccccc23)cc1	?
O=C(NCc1ccc(Cl)cc1)c1cccc(-c2ccc(S(=O)(=O)N3CCCCC3)cc2)c1	-8%
CC1=NOC2(CCN(Cc3cccc4ccccc34)C2)C1 (stereo not drawn)	9%[176 µM]
NC(=O)[C@H](Cc1cccs1)NC(=O)C1=C[C@@H](NC(=O)c2cnccn2)[C@@H](O)[C@H](O)C1	12%[176 µM]
O=C(O)[C@@H]1CN(Cc2cnc(N3CCOCC3)nc2)C[C@H]1c1ccccc1	4%
CN(CC1CCOCC1)C(=O)Nc1cc(F)c(F)c(F)c1	28%
CCc1cccc(NC(=O)[C@@H]2CN(S(C)(=O)=O)C[C@H]2c2ccncc2)c1	13%
O=C1NC(=NC2CCCCC2)C2(CCN([S+](=O)([O-])c3ccsc3)C2)N1c1cccnc1 (stereo not drawn)	8%[6.33 µM]
Remaining list, next part.
SMILES	ALOX12 inh
Cn1cccc1C(=O)N1CCC(C(=O)N2CCCCCCNC(=O)CC2)CC1	30%
CN(C)C(CNC(=O)Cn1cnc2c1c(=O)n(C)c(=O)n2C)c1cccs1 (stereo not drawn)	4%
O=C(Nc1cccc(-c2nnc3n2CCCC3)c1)c1ccco1	9%
O=C(c1cc(Cl)ccc1F)N1CCN(c2cc(-c3cccs3)[nH]n2)CC1	16%
COc1ccc(CN(C)C(=O)CSc2nc(-c3cccs3)nc3ccccc23)cc1OC	19%
O=C(NCC#Cc1ccccc1)NNC(=O)c1cccnc1	18%
Cc1nc(CNCc2cccc(NC(=O)c3cccc(F)c3)c2)cs1	?
O=C(COc1ccc(Cl)cc1)N1CCC[C@H]1c1nc(-c2ccc(F)cc2)no1	0%
O=C(NCCc1ccc(Cl)cc1)c1cc(-c2cnccc2Cl)c2cccn2n1	-1%[6.33 µM]
COC(=O)[C@@H](Cc1ccccc1)NC(=O)[C@H]1O[C@@H](n2cnc3c(=O)[nH]c(N)nc32)[C@H](O)[C@@H]1O	1%
CN(C)c1ccc(NC(=O)COC(=O)c2cccc(S(=O)(=O)N3CCc4ccccc43)c2)cc1	?
O=C(O)/C=C/c1ccc(Cl)cc1Cl	5%
O=C(Cn1nc(-c2ccc(F)cc2)ccc1=O)N1CCc2ccccc2C1	-5%
O=C(NCC1CCN(CC(F)(F)F)C1)c1ccc2ccccc2c1 (stereo not drawn)	1%
COc1ccc(CCNc2oc(-c3ccc(OC)c(OC)c3)nc2C#N)cc1OC	?
O=C(CN1CCCCC1)NC1CC(=O)N(Cc2cccc3ccccc23)C1 (stereo not drawn)	11%
CC(C)NC(=O)N[C@H]1CCN(C(=O)CC(C)(C)C)[C@@H]1C(=O)N[C@H](Cc1c[nH]c2ccccc12)C(N)=O	-11%
CC(=O)Oc1c(-c2ccc(NC(=O)c3ccc4c(c3)OCO4)cc2)c(C2CC2)nn1-c1cccc(F)c1	?
Cn1cnc2c1c(=O)n(CC(=O)NCc1ccccc1Cl)c(=O)n2C	?
CCCCCCCCN1C(=O)[C@@H](CC(=O)N2CCN(C(=O)c3ccco3)CC2)C[C@@]2(C(=O)OC)C1=C[C@H](C1CCCC1)O[C@@H]2C	?
COc1cc(-c2cnc3n[nH]c(-c4ccc(F)cc4C)c3n2)ccn1	?
CC(=O)Nc1ccc(Sc2ncccn2)cc1	-35%
Cc1cnc(C(=O)N[C@@H]2CCC[C@@H]2C(=O)N(C)C)cn1	-8%
CN(CC(=O)Nc1c(Cl)cccc1C(F)(F)F)C1CCc2ccccc21 (stereo not drawn)	-15%
COCCn1c(C)cnc1C1CCN(C(=O)C2CCC2)C1 (stereo not drawn)	?
Cc1ccc(C(=O)N2CCC(Cc3noc(C4CCOCC4)n3)C2)s1 (stereo not drawn)	10%
CN(Cc1ccco1)C(=O)c1cc(-c2ccncc2)nc2ccccc12	12%
Cc1ccccc1CNC[C@H]1O[C@@H]2C[C@@H](CC(=O)N3CCOCC3)O[C@@H]2[C@@H]1O	?
O=C(CC1CCCCC1)N1CCC(c2noc(COc3ccc(F)cc3)n2)CC1	15%
COc1cc2c(cc1OC)C(CNC(=O)c1ccccc1C)N(C(=O)Nc1cccc(C)c1)CC2 (stereo not drawn)	7%
Cc1c(C(=O)N(C)c2ccccc2)nnn1-c1ccc(F)cc1	8%

6 entries already listed, arranged by molar mass, descending:
SMILES	ALOX12 inh
COc1cc2c(cc1OC)C(CNC(=O)c1ccccc1C)N(C(=O)Nc1cccc(C)c1)CC2 (stereo not drawn)	7%
Cc1ccccc1CNC[C@H]1O[C@@H]2C[C@@H](CC(=O)N3CCOCC3)O[C@@H]2[C@@H]1O	?
CN(Cc1ccco1)C(=O)c1cc(-c2ccncc2)nc2ccccc12	12%
COc1cc(-c2cnc3n[nH]c(-c4ccc(F)cc4C)c3n2)ccn1	?
Cc1c(C(=O)N(C)c2ccccc2)nnn1-c1ccc(F)cc1	8%
COCCn1c(C)cnc1C1CCN(C(=O)C2CCC2)C1 (stereo not drawn)	?

Not all compounds are listed; rates above refer to the full screens.
